Bioassay records: PubChem, several laboratories
E coli Lon inh: inhibits E. coli Lon protease. P0A9M0. purified E. coli Lon protease, fluorescence polarization. inhibition, % at 7.94 µM. actives 0.42% (n = 360,000). AID 602123; in the data active means inhibition above about 13%, passing the limit was not always enough;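 further: 0% = enzyme with probe and DMSO and 100% = no enzyme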
NRP1-CendR mod: alters CendR peptide binding to human NRP-1; O14786; FAM-RPARPAR peptide binding to NRP-1, fluorescence polarization; inhibition, % at 25 µM; actives 0.85% (n = 360,000); AID 602438;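 active means inhibition or corrected inhibition above about 18%, plus a signal ratio from 0.5 to 1.5, limit read from the data, passing the limit was not always enough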; further: strong numbers were not always called active
FAS TE block: blocks the thioesterase domain of human fatty acid synthase. actives 0.67% (n = 360,000). inhibition, % at 15 µM. P49327. recombinant FAS-TE, OMFH fluorogenic substrate, fluorescence endpoint;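 active means compounds whose normalised, plate-corrected inhibition of enzyme fluorescence in the single-dose primary screen is 50% or more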;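 further: 0% = DMSO with enzyme and 100% = substrate without enzyme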
Rin1-Abl PPI inh: blocks binding of human Rin1 to Abl | TR-FRET Rin1/Abl binding, biochemical | actives 0.4% (n = 360,000) | inhibition, % at 7.35 µM; in the data active means inhibition above about 5%, passing the limit was not always enough
PABP1 MLLE inh: blocks PAM2 peptide binding to the PABP1 MLLE domain | P11940 | GST-MLLE / FITC-PAM2 fluorescence polarization | inhibition, % at 20 µM | actives 0.36% (n = 360,000); in the data active means inhibition above about 35%, passing the limit was not always enough;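 further: plate controls were DMSO wells with GST-MLLE for no effect and wells lacking GST-MLLE protein for full effect; some results filed as inactive read as strong as hits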
Target sequence (P11940 whole entry, looked up, the tested form may be a part): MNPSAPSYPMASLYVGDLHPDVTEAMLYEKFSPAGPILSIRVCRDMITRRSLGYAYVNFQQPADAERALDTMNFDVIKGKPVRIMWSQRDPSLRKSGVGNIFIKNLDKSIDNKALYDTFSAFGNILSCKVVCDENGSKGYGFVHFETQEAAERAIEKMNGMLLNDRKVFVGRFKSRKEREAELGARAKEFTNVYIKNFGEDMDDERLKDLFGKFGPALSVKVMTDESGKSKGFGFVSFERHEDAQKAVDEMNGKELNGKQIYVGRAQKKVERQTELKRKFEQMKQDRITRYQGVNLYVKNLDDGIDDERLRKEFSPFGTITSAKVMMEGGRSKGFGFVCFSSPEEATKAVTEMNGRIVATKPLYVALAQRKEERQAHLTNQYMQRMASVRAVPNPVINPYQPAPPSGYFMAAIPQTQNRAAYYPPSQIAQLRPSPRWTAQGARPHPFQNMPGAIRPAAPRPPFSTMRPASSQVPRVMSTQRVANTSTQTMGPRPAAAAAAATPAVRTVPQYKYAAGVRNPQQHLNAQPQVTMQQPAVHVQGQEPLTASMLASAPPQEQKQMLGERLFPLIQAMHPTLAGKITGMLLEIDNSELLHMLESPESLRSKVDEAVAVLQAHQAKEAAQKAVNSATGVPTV
MT1-MMP act inh: blocks activation of human MT1-MMP; GFP/RFP ratio change, % at 20 µM; HT1080 RFP-PRO-GFP cells, GFP/RFP ratio fluorescence, overnight; percent of plate control window, DMSO zero; actives 0.061% (n = 360,000); P50281;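 active means GFP/RFP ratio change of at least 30% with cell ATP level not reduced by more than half and red fluorescence within 50% of control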; further: strong numbers were not always called active
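Assay system: HT1080 cells carrying an RFP-PRO-GFP reporter | Dosing: Single dose of 20 µM compound, 1% DMSO final | Incubation: Cells overnight before dosing, compound overnight, 37 °C, 5% CO2 | Evaluation: GFP/RFP fluorescence ratio | Control set: DMSO and RFP-L50D-GFP cell wells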
MsrA act: activators of bovine methionine sulfoxide reductase A; purified bovine MsrA, absorbance read-out; actives 0.3% (n = 360,000); activation, % at 10.6 µM; in the data active means activation above about 7.5%;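 further: 0% = vehicle and 100% = reference activator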
SKN-1 block: C. elegans SKN-1 inhibition; C. elegans VP596 Pgst-4::GFP/RFP ratio, acrylamide-induced, 24 h; inhibition, % at 21.8 µM; actives 0.49% (n = 360,000);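 active means interference check ratio from 0.5 to 1.5 plus GFP to RFP signal ratio inhibition reaching or exceeding a fixed threshold, cut at about 30% in these data, passing the limit was not always enough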; further: some compounds called inactive have numbers as strong as hits
Neddyl block: blocks human cullin neddylation | P61081+Q13564 | TR-FRET cullin neddylation, biochemical | calls only at 25 µM | actives 0.58% (n = 360,000); in the data active means inhibition above about 36%
An asterisk follows results filed as active; i = inactive; / = not tested or not shown; + = active, no number.

The opening 2 compounds (preview)
SMILES | E coli Lon inh | NRP1-CendR mod | FAS TE block | Rin1-Abl PPI inh | PABP1 MLLE inh | MT1-MMP act inh | MsrA act | SKN-1 block | Neddyl block
COc1cccc(-n2nnc3c(=O)n(C/C=C/c4ccccc4)cnc32)c1 | 2 | 2 | -54 | -2 | 5 | 1 | 0 | 10 | i
CCOP(=O)(c1ccccc1)C1(C#N)CCCC1 (centres undefined) | -3 | 20 | -5 | 4 | 2 | 0 | -4 | 3 | i

Results, previewed entries included:
SMILES | E coli Lon inh | NRP1-CendR mod | FAS TE block | Rin1-Abl PPI inh | PABP1 MLLE inh | MT1-MMP act inh | MsrA act | SKN-1 block | Neddyl block
COc1cccc(-n2nnc3c(=O)n(C/C=C/c4ccccc4)cnc32)c1 | 2 | 2 | -54 | -2 | 5 | 1 | 0 | 10 | i
CCOP(=O)(c1ccccc1)C1(C#N)CCCC1 (centres undefined) | -3 | 20 | -5 | 4 | 2 | 0 | -4 | 3 | i
O=C(Nc1nc2ccccc2[nH]1)c1ccc(Br)o1 | 3 | -1 | 1 | 1 | -6 | 3 | -5 | -2 | i
N#Cc1ccccc1OCC(=O)Nc1ccc2c(c1)OCO2 | 0 | 0 | 2 | -2 | -5 | 0 | 1 | 12 | i
CCc1cccc(NC(=O)C2CCCN2S(=O)(=O)c2ccc3c(c2)n(C)c(=O)c(=O)n3C)c1 (centres undefined) | 1 | 13 | 0 | 0 | 11 | -1 | -4 | -16 | i
Cc1cnc(NC(=O)c2ccco2)s1 | 1 | 0 | 0 | 0 | 7 | -1 | -8 | -14 | i
O=C1c2ccccc2C(=O)N1CC1CO1 (centres undefined) | -11 | -4 | -9 | 2 | 8 | -2 | -8 | 9 | i
CCCS(=O)(=O)N1CCC(CCOc2ccccc2)(C(=O)OCC)CC1 | -9 | 0 | 3 | -1 | 4 | -3 | -4 | -11 | i
Cc1cc(=O)n2[nH]cc(C(=O)O)c2n1 | -4 | 9 | -9 | -1 | -3 | 0 | -11 | -7 | /
Cc1ccc(S(=O)(=O)c2c(C)nn(-c3ccccc3)c2OC(=O)c2ccco2)cc1 | -6 | -18 | -6 | -1 | 25 | 0 | 0 | 1 | i

Reformatted with each value named: 3 of the compounds above
molecule: O=C(Nc1nc2ccccc2[nH]1)c1ccc(Br)o1
  E coli Lon inh: 3
  NRP1-CendR mod: -1
  FAS TE block: 1
  Rin1-Abl PPI inh: 1
  PABP1 MLLE inh: -6
  MT1-MMP act inh: 3
  MsrA act: -5
  SKN-1 block: -2
  Neddyl block: i
molecule: Cc1cnc(NC(=O)c2ccco2)s1
  E coli Lon inh: 1
  NRP1-CendR mod: 0
  FAS TE block: 0
  Rin1-Abl PPI inh: 0
  PABP1 MLLE inh: 7
  MT1-MMP act inh: -1
  MsrA act: -8
  SKN-1 block: -14
  Neddyl block: i
molecule: CCc1cccc(NC(=O)C2CCCN2S(=O)(=O)c2ccc3c(c2)n(C)c(=O)c(=O)n3C)c1 (centres undefined)
  E coli Lon inh: 1
  NRP1-CendR mod: 13
  FAS TE block: 0
  Rin1-Abl PPI inh: 0
  PABP1 MLLE inh: 11
  MT1-MMP act inh: -1
  MsrA act: -4
  SKN-1 block: -16
  Neddyl block: i

(further entries)
SMILES | E coli Lon inh | NRP1-CendR mod | FAS TE block | Rin1-Abl PPI inh | PABP1 MLLE inh | MT1-MMP act inh | MsrA act | SKN-1 block | Neddyl block
CCOC(=O)c1ccc(NC(=O)CSc2nc3ncccc3[nH]2)cc1 | -13 | -6 | -16 | 3 | -20 | 2 | 2 | 5 | i
O=C(COC(=O)/C=C/c1ccccc1)NC1CCS(=O)(=O)C1 (centres undefined) | -5 | 15 | -4 | 1 | 4 | -1 | -11 | -4 | i
Cn1cccc1Cc1nnc(SCC(=O)Nc2ccc(F)cc2)n1CCc1ccccc1 | 5 | -2 | 1 | 1 | -7 | 3 | -6 | -6 | i
COc1cc(CCC(=O)OCC(=O)N2CCc3ccccc32)cc(OC)c1OC | -2 | -2 | 1 | -1 | -6 | 0 | -4 | -5 | i
O=C1C2ON(c3ccc(Br)cc3)C(c3cccnc3)C2C(=O)N1C1CCCCC1 (centres undefined) | 4 | 6 | 4 | 2 | -1 | 3 | -4 | 13 | i
CC1Cc2ccccc2N1Cc1cc(=O)c(OCC(=O)Nc2ccccc2)co1 (centres undefined) | -7 | 2 | 9 | 1 | -8 | 7 | -4 | -16 | i
O=C(c1cc2c(c(-c3cccc(-c4ccc(F)cc4)c3)n1)[C@H](CCO)N(C(=O)c1ccc3c(c1)OCO3)C2)N1CCOCC1 | -7 | -14 | 7 | / | / | 2 | -2 | 0 | i
Cc1ccc(CNC(=O)C2CCC(=O)N(CC3CCCCC3)C2)o1 (centres undefined) | -3 | 3 | -5 | -3 | 7 | 2 | -5 | 6 | i
CCN(Cc1nc2ccccc2n1C)c1ccccc1 | -10 | 16 | 1 | -2 | -6 | -2 | 0 | 7 | i
CCOc1ccc(NC(=O)CN2C(=O)NC3(CCCC3)C2=O)cc1S(=O)(=O)N1CCCCC1 | -7 | -5 | -3 | 3 | -13 | 0 | -4 | 2 | i

The results go on.
Screens in order – E coli Lon inh | NRP1-CendR mod | FAS TE block | Rin1-Abl PPI inh | PABP1 MLLE inh | MT1-MMP act inh | MsrA act | SKN-1 block | Neddyl block
- COc1ccc(CNC(=O)C2CCN(S(=O)(=O)N3CCC(C)CC3)CC2)c(OC)c1
→ -13 | -4 | -1 | 1 | 13 | 2 | 0 | 9 | i
- CCSc1nc(-c2ccccc2)nc(C(Cl)Cl)n1
→ -6 | -3 | 18 | 2 | -9 | -28 | -1 | 6 | i
- O=C(Nc1ccccc1OC(F)F)c1ccc(-n2cncn2)c([N+](=O)[O-])c1
→ -6 | 4 | -5 | 2 | 0 | 4 | -1 | 11 | i
- COc1ccc(Cn2nnnc2C(c2ccccn2)N2CCN(c3cc(Cl)ccc3C)CC2)cc1 (centres undefined)
→ -6 | 1 | 34 | 0 | 12 | -20 | -3 | 2 | i
- CN(C)c1ccc(C(CNC(=O)Cc2cccc3ccccc23)N(C)C)cc1 (centres undefined)
→ -11 | 9 | -6 | 1 | 5 | -4 | 1 | 10 | i
- Cc1cccc(OCC(=O)Nc2nccs2)c1C
→ -15 | 6 | 0 | -3 | -2 | 1 | -3 | 7 | i
- CN(C)CCCOc1ccc(C(C)(C)c2ccccc2)cc1
→ -8 | -2 | -3 | 5 | -5 | -12 | -3 | 2 | i
- O=C(c1cc2c(=O)oc3ccccc3c2s1)N1CCOCC1
→ -1 | -9 | -10 | -4 | -1 | 4 | -5 | -2 | i
- CN(Cc1ccccc1)C(=O)CSc1cc(=O)n(C)c2ccccc12
→ -1 | 10 | 4 | -66 | 13 | 3 | -5 | 9 | i
- CC1=C(C(=O)N(C(C)C)C(C)C)CC(CC(=O)NCc2ccco2)C(=O)N1CCC1=CCCCC1 (centres undefined)
→ -5 | 5 | -1 | -1 | 10 | 0 | 0 | 11 | i

The list goes on:
Screens in order – E coli Lon inh | NRP1-CendR mod | FAS TE block | Rin1-Abl PPI inh | PABP1 MLLE inh | MT1-MMP act inh | MsrA act | SKN-1 block | Neddyl block
- Cc1noc(C)c1C(=O)OCC(=O)/C=C1\N(C)c2ccccc2C1(C)C
→ -4 | -16 | 14 | 1 | -7 | 2 | -7 | -3 | +
- C[C@H](CO)N1C[C@H](C)[C@@H](CN(C)C(=O)NC2CCCCC2)Oc2c(NS(=O)(=O)c3cn(C)cn3)cccc2C1=O
→ 3 | 12 | 2 | 3 | -2 | -1 | 0 | 19 | i
- Cn1c(=O)oc2cc(S(=O)(=O)N3CCC(C(=O)Nc4ccc(OC(F)(F)F)cc4)CC3)ccc21
→ -3 | -12 | -10 | 2 | -7 | 1 | -3 | 21 | i
- CC1C(c2ccccc2)N(C)C(c2ccccc2)CC1(O)c1ccccc1 (centres undefined)
→ 4 | 5 | 32 | 4 | 2 | -5 | -6 | 14 | i
- COc1ccc(CNC(=O)c2cc(C3CC3)nc3c2cnn3C(C)C)cc1
→ -11 | -7 | 10 | 2 | -16 | -2 | -5 | 5 | i
- O=C(Nc1cc(Cl)ccc1N1CCOCC1)c1ccco1
→ -8 | 11 | 6 | 0 | -3 | -9 | -4 | 23 | i
- CCCCNC(=O)c1sc(=S)n(-c2ccccc2OC)c1N
→ -5 | -4 | 0 | 2 | 45* | -4 | 2 | -12 | i
- c1nc(COc2nsnc2N2CCOCC2)cs1
→ 3 | -2 | -13 | 1 | 7 | -1 | -11 | -14 | i
- NC(=O)c1ccc(NC(=O)COC(=O)c2ccc([N+](=O)[O-])cc2)cc1
→ -8 | 1 | 3 | -3 | -5 | 2 | -1 | -8 | i
- CCOC(=O)NC(=O)COC(=O)CNC(=O)c1cccc(OC)c1
→ 2 | 4 | -5 | -1 | 7 | 1 | 0 | -11 | i

Next part:
Screens in order – E coli Lon inh | NRP1-CendR mod | FAS TE block | Rin1-Abl PPI inh | PABP1 MLLE inh | MT1-MMP act inh | MsrA act | SKN-1 block | Neddyl block
- CCNc1ccc(C(=O)OCC(=O)Nc2cc(C)on2)cc1[N+](=O)[O-]
→ 6 | -9 | -2 | -2 | -1 | 3 | 0 | -1 | i
- COc1ccc(OC)c(CNC(=O)CCN2C(=O)COc3ccccc32)c1
→ -6 | 0 | -7 | 0 | 0 | 6 | -3 | 0 | i
- CC1CCCN(C(=S)NCc2ccccc2)C1 (centres undefined)
→ -3 | -28 | -3 | 4 | -151 | -3 | 5 | 1 | i
- O=C(c1ccsc1)N1CCCC(N2CCN(c3cccc(Cl)c3)CC2)C1 (centres undefined)
→ 2 | 7 | -3 | 4 | 7 | 0 | 0 | 13 | i
- CCSc1nnc(-c2ccc(Cl)cc2Cl)o1
→ -4 | -7 | 8 | -1 | 3 | -3 | -12 | 67* | i
- COC(=O)c1[nH]c2ccccc2c1NC(=O)CN1CC(C)OC(C)C1 (centres undefined)
→ 1 | 4 | 0 | 0 | 8 | -1 | -3 | -7 | i
- COc1ccccc1NC(=O)c1sc2ncn(Cc3cccc(C)c3)c(=O)c2c1C
→ -4 | -26 | 10 | 0 | -25 | -2 | -11 | 10 | i
- Cc1ccc(CN2CC(C(=O)N3CCN(S(=O)(=O)c4cccc(F)c4)CC3)CC2=O)cc1 (centres undefined)
→ -1 | 6 | -3 | 3 | -9 | -1 | -9 | -1 | i
- COc1ccc(-c2onc(C)c2-c2ccc3c(c2)OCCO3)c(O)c1
→ 7 | 6 | 1 | -3 | 6 | / | -11 | -4 | i
- COc1ccccc1CNC(=O)CSc1nc2nc(C)cc(C)n2n1
→ 8 | 10 | -3 | -1 | 11 | 1 | -4 | 0 | i

Next structures.
Screens in order – E coli Lon inh | NRP1-CendR mod | FAS TE block | Rin1-Abl PPI inh | PABP1 MLLE inh | MT1-MMP act inh | MsrA act | SKN-1 block | Neddyl block
- CCOc1ccc(CN2CCCN(C)CC2)cc1
→ -3 | -5 | -6 | 1 | 1 | 6 | -4 | 8 | i
- COc1ccc(OC(=O)COc2cccc(C)c2)cc1
→ -7 | 2 | 1 | 0 | 5 | -2 | -3 | 3 | i
- O=C(COc1ccc(S(=O)(=O)NCc2ccccc2)cc1Cl)NCc1ccncc1
→ -4 | 11 | -8 | 0 | -7 | 2 | 0 | -5 | i
- COc1cc(OC)c(C(=O)OC(C)C(=O)Nc2cc(C(F)(F)F)ccc2Cl)cc1OC (centres undefined)
→ 3 | 8 | 28 | -1 | 1 | 2 | -2 | 7 | i
- CC(=O)c1cccc(NC(=O)COC(=O)Cc2ccc(Cl)cc2)c1
→ -4 | -8 | -3 | 2 | -7 | 1 | -2 | 12 | i
- COc1ccc(C(=O)NCc2cccnc2)cc1OC
→ 0 | 22 | -6 | -2 | 0 | 9 | -1 | 1 | i
